Bioassay records as filed in PubChem.
PAFAH1B2 FP inh – PAFAH1B2 (human) inhibition. P68402. recombinant PAFAH1B2, FP-rhodamine activity probe, fluorescence polarization. inhibition, % at 3.39 µM. 340,000 compounds, 1.2% hits. AID 492953;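 active = inhibition above the mean of all tested compounds plus 3 SD, cut at about 24% in these data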;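 note: 0% = enzyme with DMSO and 100% = wells lacking PAFAH1B2; many of its hits are not listed in these tables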
PREPL inh – inhibits the human prolyl oligopeptidase-like enzyme | 320,000 compounds, 0.68% hits | recombinant PREPL, fluorescence polarization activity-based probe | inhibition, % at 5.96 µM; in the data active = inhibition above about 43%;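 note: 0% = enzyme with DMSO and 100% = wells lacking enzyme; many of its hits are not listed in these tables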
Target sequence (Q4J6C6 whole entry, looked up): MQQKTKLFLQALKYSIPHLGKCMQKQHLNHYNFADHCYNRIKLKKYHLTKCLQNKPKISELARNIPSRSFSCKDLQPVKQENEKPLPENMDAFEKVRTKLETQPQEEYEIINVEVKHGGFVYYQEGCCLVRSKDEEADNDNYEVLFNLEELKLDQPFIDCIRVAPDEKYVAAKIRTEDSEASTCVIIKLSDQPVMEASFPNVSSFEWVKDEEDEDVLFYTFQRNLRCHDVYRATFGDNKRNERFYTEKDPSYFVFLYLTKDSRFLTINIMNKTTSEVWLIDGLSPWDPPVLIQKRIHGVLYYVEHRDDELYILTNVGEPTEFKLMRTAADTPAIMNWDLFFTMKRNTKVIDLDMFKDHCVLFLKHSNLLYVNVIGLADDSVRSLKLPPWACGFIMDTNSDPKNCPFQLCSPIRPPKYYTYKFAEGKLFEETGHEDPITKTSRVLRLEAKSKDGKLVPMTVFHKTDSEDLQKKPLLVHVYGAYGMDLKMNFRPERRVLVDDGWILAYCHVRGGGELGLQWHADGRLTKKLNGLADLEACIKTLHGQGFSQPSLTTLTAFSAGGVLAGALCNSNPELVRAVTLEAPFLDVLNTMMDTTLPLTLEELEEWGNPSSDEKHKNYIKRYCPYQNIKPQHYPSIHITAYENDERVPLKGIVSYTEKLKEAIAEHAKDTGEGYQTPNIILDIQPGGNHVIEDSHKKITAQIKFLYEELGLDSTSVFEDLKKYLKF
LYPLA1 inh – blocks human lysophospholipase 1, a PME1 counter-screen; recombinant LYPLA1, FP-Rh probe fluorescence polarization; 320,000 compounds, 0.16% hits; O75608; inhibition, % at 5.9 µM;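 active = inhibition above the mean of all tested compounds plus 3 SD, set per campaign, cut at about 14% in these data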;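 note: inhibitors block serine hydrolase probe labeling of LYPLA1 so polarization falls; 0% = enzyme with DMSO and 100% = wells lacking LYPLA1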
Target sequence (O75608 whole entry, looked up): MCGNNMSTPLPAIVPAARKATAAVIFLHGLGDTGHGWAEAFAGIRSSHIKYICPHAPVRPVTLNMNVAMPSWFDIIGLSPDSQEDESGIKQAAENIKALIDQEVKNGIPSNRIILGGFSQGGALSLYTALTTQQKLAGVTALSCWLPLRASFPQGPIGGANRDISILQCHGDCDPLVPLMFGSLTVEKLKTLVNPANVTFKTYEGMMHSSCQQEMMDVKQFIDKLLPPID
LYPLA2 inh – blocks human lysophospholipase 2, a PME1 counter-screen; O95372; 320,000 compounds, 0.38% hits; recombinant LYPLA2, FP-Rh probe fluorescence polarization; inhibition, % at 5.9 µM; AID 2177;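 active = inhibition above the screen-wide mean plus 3 SD, limit set per campaign, cut at about 26% in these data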;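 note: 0% = LYPLA2 with DMSO and 100% = wells lacking LYPLA2 enzyme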
PAFAH2 FP inh – PAFAH2 (human) inhibition; Q99487; recombinant PAFAH2, FP-rhodamine activity probe, fluorescence polarization; inhibition, % at 3.39 µM; 340,000 compounds, 0.99% hits;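 active = inhibition above the mean over all tested compounds plus 3 SD, cut at about 30% in these data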;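 note: inhibitors block probe labeling of enzyme so polarization drops; 0% = enzyme with DMSO and 100% = wells lacking PAFAH2 protein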
PAD4 inh – inhibitors of human PAD4; recombinant PAD4, RCA probe fluorescence polarization; inhibition, % at 6.36 µM; 330,000 compounds, 0.41% hits; AID 485272;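 active = percent inhibition above a cutoff equal to the mean of all tested compounds plus 3 SD, cut at about 15% in these data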;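 note: 0% = PAD4 with RCA probe and DMSO and 100% = probe without PAD4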
PAFAH1B3 inh – blocks human PAF acetylhydrolase 1B catalytic subunit 3; Q15102; recombinant PAFAH1B3, FP-rhodamine probe, fluorescence polarization; inhibition, % at 3.39 µM; 340,000 compounds, 0.28% hits; AID 492972;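 active = inhibition above the screen-wide average of all tested compounds plus 3 SD, cut at about 25% in these data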;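 note: 0% = enzyme with DMSO only and 100% = wells lacking PAFAH1B3 protein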
pPAFAH inh – inhibitors of human plasma PAF acetylhydrolase (pPAFAH) | AID 463082 | recombinant pPAFAH, FP-rhodamine probe fluorescence polarization | 330,000 compounds, 1.5% hits | inhibition, % at 3.39 µM | Q13093;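 active = inhibition above the mean inhibition across the screen plus 3 SD, cut at about 25% in these data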;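 note: inhibitors block binding of the rhodamine activity-based probe so polarization drops; 0% = enzyme with DMSO and 100% = wells lacking pPAFAH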
GSTO1 inh – blocks human GSTO1 in RBBP9 counter-screen; 300,000 compounds, 1.1% hits; P78417; inhibition, % at 5.96 µM; recombinant GSTO1, activity-based probe fluorescence polarization;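 active = inhibition above the campaign mean inhibition plus 3 SD, cut at about 35% in these data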;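 note: 0% = GSTO1-1 with DMSO and 100% = wells lacking GSTO1-1 enzyme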
An asterisk follows results filed as active; . = not tested or not shown.

SMILES | PAFAH1B2 FP inh | PREPL inh | LYPLA1 inh | LYPLA2 inh | PAFAH2 FP inh | PAD4 inh | PAFAH1B3 inh | pPAFAH inh | GSTO1 inh
CCOC(=O)N1CCN(S(=O)(=O)c2cc(OCC)ccc2OCC)CC1 | 3 | 10 | -1 | 2 | 4 | -3 | -1 | 3 | 3
Cc1c(NC2(C#N)CCCC2)c(=O)n(-c2ccccc2)n1C | -4 | -2 | -2 | -2 | 0 | -5 | 10 | 2 | 5
CC(=O)c1c(N2CCCCC2)nc(=S)n(-c2ccccc2)c1C | 2 | 12 | -2 | -1 | -4 | 4 | -2 | 0 | 13
COc1cc(F)c(S(=O)(=O)N2CCOc3ccccc32)cc1OC | 0 | -5 | -1 | 1 | 1 | 0 | -1 | -2 | -2
COc1cc2c(cc1OC)CN(CC(=O)NC(=O)NC(C)(C)C)CC2 | -2 | -4 | -3 | -1 | -8 | 2 | 4 | 4 | 2
Cc1ccc(-c2nnc(CCC(=O)NCc3csc(C)n3)o2)s1 | 2 | -1 | -2 | 4 | -2 | -3 | 6 | 5 | -4
COc1ccc(CCN(C)CCC(=O)Nc2cccc(C)c2)cc1OC | -4 | 8 | 1 | 6 | 2 | 3 | 0 | 1 | 1
CCN(CC)S(=O)(=O)c1ccc(C(=O)OCC(=O)NCc2ccco2)cc1 | -2 | 5 | 4 | 1 | -1 | -2 | 11 | 17 | 4
CCCCc1nc2sc3c(SCC(=O)NCc4ccco4)ncnc3c2c2c1CCC2 | -1 | -17 | -5 | -2 | -14 | -3 | -12 | 3 | -2
COC(=O)C1CCN(C(=O)Nc2ccc(OC)cc2)CC1 | 1 | -6 | 1 | -5 | -7 | 3 | 12 | 5 | 2
CC/C(=N\NC(=O)OC)c1ccc(OC(F)F)cc1 | 6 | 15 | 0 | 1 | -1 | 2 | 5 | -1 | 14
O=[N+]([O-])c1ccc(Nc2nccc(Cl)n2)cc1 | . | -3 | -1 | -1 | . | -1 | . | 12 | 1
Cc1ccc(-c2csc3nc(-c4ccncc4)[nH]c(=O)c23)cc1 | 1 | 13 | 0 | 1 | 12 | -4 | 0 | 0 | -2
COC(=O)C1C(O)=C(C=Nc2ccc(N)cc2)C(=O)CC1(C)C (configuration not stated) | 3 | 6 | 4 | 5 | -1 | 47* | 11 | 20 | 16
CSCCC(NC(=O)c1ccco1)C(=O)NC1CCC(C)CC1 (configuration not stated) | -3 | 25 | . | . | 7 | -8 | 6 | 1 | .
COC(=O)[C@H](C)NC(=O)NC1CCN(Cc2ccccc2)CC1 | 0 | 1 | 0 | 4 | -2 | 3 | 4 | -2 | -3
COc1ccc(CC(=S)N2CCOCC2)cc1 | 9 | 12 | 3 | 12 | -4 | -4 | 4 | -1 | 11
COCCNC(=O)CSc1ncnc2sc(-c3ccccc3)cc12 | -1 | 2 | -2 | 1 | -3 | 4 | 6 | 10 | -13
COc1ccccc1N(C(=O)c1snc(C(N)=O)c1N)C(C(=O)NC1CCCC1)c1ccc2ncccc2c1 (configuration not stated) | 3 | -5 | 1 | 9 | -1 | 4 | -1 | 2 | 0
O=C1CCC(=O)N1c1nc2n(n1)C(c1ccccc1)C=C(c1ccc(Br)cc1)N2 (configuration not stated) | -3 | 0 | -3 | -5 | 0 | -3 | -3 | -2 | 1
CC1CCN(C(=O)c2ccc(-c3ccccc3Cl)o2)CC1 | -1 | 19 | -1 | 5 | 7 | -3 | 6 | 12 | 6
CCCc1cc(=O)[nH]c(SCC(=O)Nc2cccc(S(=O)(=O)N3CCOCC3)c2)n1 | 18 | 9 | 1 | 8 | 8 | -1 | 1 | 0 | .
CCOC(=O)c1nn(-c2cccc(OC)c2)c2nc(Nc3ccccc3)cc(=O)n12 | 3 | 18 | -14 | -16 | -11 | -6 | 5 | 4 | -2
O=C(NCc1ccncc1)c1cc2ccccc2nc1Cl | 0 | 9 | -3 | 3 | -1 | -5 | 1 | 6 | 6
CC(=O)Nc1cccc(NC(=O)CSc2ccc(-c3ccco3)nn2)c1 | -3 | 0 | -6 | -2 | 6 | -3 | 4 | 17 | 0
Further results.
SMILES | PAFAH1B2 FP inh | PREPL inh | LYPLA1 inh | LYPLA2 inh | PAFAH2 FP inh | PAD4 inh | PAFAH1B3 inh | pPAFAH inh | GSTO1 inh
Cc1ccccc1NC(=O)c1ccc(-c2ccc(Cl)cc2Cl)o1 | -7 | 17 | -8 | -21 | -7 | -8 | -3 | -13 | 1
Cc1cc2ncn(-c3ncccc3[N+](=O)[O-])c2cc1C | -1 | 2 | 0 | 5 | 12 | 87* | -5 | 9 | 7
O=C(Nc1ccc2c(c1)OCCO2)c1ccc(Cl)c(Cl)c1 | 5 | 0 | -2 | -5 | -3 | 1 | 2 | 2 | 2
COc1ccccc1C(=O)NCC(=O)OCC(=O)Nc1cccc(S(=O)(=O)N2CCCCCC2)c1 | 3 | 5 | 1 | -2 | -1 | 0 | 3 | 5 | 6
CCN(c1ccc(F)cc1)S(=O)(=O)c1ccc2[nH]cc(C(=O)NCCCN3CCOCC3)c(=O)c2c1 | 6 | -2 | -6 | -2 | 3 | 1 | -3 | 5 | 0
CCOc1ccc(C2c3[nH]c4ccccc4c3CCN2Cc2cn(CC)nc2C)cc1 (configuration not stated) | 4 | 5 | -4 | 0 | 4 | 2 | -6 | 5 | -1
Cc1cc(NC(=O)c2cc(-c3ccccc3)on2)n(-c2ccccc2)n1 | -6 | -13 | 1 | 0 | 9 | -4 | 5 | -2 | -5
O=C(CC1Oc2ccccc2NC1=O)NCCCN1CCOCC1 (configuration not stated) | 2 | 5 | 1 | -1 | 8 | 4 | 6 | 5 | 6
Cc1ccc2c(c1)N(CCCC(=O)NCCCN1CCCC1=O)C(=O)CO2 | 1 | -8 | 3 | 14 | 2 | 1 | 8 | -2 | 3
COc1ccc(-c2cc(=O)[nH]c(NCc3ccccc3)n2)cc1 | 17 | -3 | 1 | 1 | 7 | 4 | 1 | -3 | -6
Cc1cc(=O)n2nc(N3CCCC(C(=O)N4CCOCC4)C3)sc2n1 (configuration not stated) | -4 | -4 | 1 | 6 | -2 | 6 | -1 | 4 | 7
COc1cccc(NC(=O)COC(=O)c2ccco2)c1 | -1 | 0 | 3 | 9 | 68* | 0 | -2 | 7 | 6
CN(C)S(=O)(=O)c1ccc2nnn(OCC(=O)NC34CC5CC(CC(C5)C3)C4)c2c1 | 6 | -6 | -2 | -2 | -4 | -3 | 6 | 4 | 27
CCO[C@@H]1OC(C(=O)N2CCN(Cc3ccc4c(c3)OCO4)CC2)=C[C@H](C)[C@H]1CCCO | 2 | 17 | 3 | 2 | 6 | -2 | 1 | -4 | 8
O=C1CC2CS(=O)(=O)CC2N1c1ccc(Cl)cc1Cl (configuration not stated) | 3 | 4 | -1 | -8 | -1 | 5 | 2 | 1 | 1
CCC(C)(C)n1nnnc1CN1CCN(C(c2ccccc2)c2ccccc2)CC1 | 6 | 6 | -1 | 5 | -1 | 0 | 5 | 5 | 0
CCN(C[C@H]1N[C@@](Cc2ccccc2)(C(=O)OC)[C@H]2C(=O)N(C)C(=O)[C@@H]12)C(=O)Nc1ccc(C)cc1 | 2 | 13 | . | . | 7 | -3 | 11 | -5 | .
CC(C)COc1ccc(C(=O)N/C(=C/c2cccc([N+](=O)[O-])c2)C(=O)O)cc1 | 10 | -2 | 0 | 3 | -5 | 0 | 4 | 5 | 2
Cc1ccccc1-n1nc2c(c1NC(=O)c1ccc(S(=O)(=O)N(C)C)cc1)CSC2 | 1 | 1 | -2 | -4 | 6 | 0 | 1 | -2 | -2
Cc1[nH]c2ccccc2c1C(=O)CN1CCCC1 | 0 | -1 | 1 | 1 | -1 | -7 | 2 | -1 | 5
COc1ccc(CCNC(=O)COC(=O)c2cnccn2)cc1 | -7 | 7 | -5 | 4 | 1 | -6 | 2 | -5 | 9
CCC(=O)NC(Nc1cc(C)cc(C)n1)(C(F)(F)F)C(F)(F)F | -2 | -12 | -3 | 2 | 0 | -6 | 0 | -5 | 3
O=C(/C=C\c1ccccc1)Nc1ccc(NC(=O)c2ccco2)cc1 | 3 | -1 | -7 | -8 | -4 | -7 | -2 | 1 | -1
COc1cc(C(=O)COC(=O)C2CCN(c3ccc(C(F)(F)F)cn3)CC2)ccc1OC(F)F | -1 | -9 | -7 | -4 | -3 | 0 | 5 | 8 | -3
Cc1ccc(NC(=O)CCC(=O)NNC(=O)NC23CC4CC(CC(C4)C2)C3)cc1C | -3 | 14 | -3 | -5 | 4 | -4 | 7 | 4 | 0
Next section
SMILES | PAFAH1B2 FP inh | PREPL inh | LYPLA1 inh | LYPLA2 inh | PAFAH2 FP inh | PAD4 inh | PAFAH1B3 inh | pPAFAH inh | GSTO1 inh
Cc1cccc(CN2CCN(c3nc4nonc4nc3NC3CC3)CC2=O)c1 | 0 | 5 | -4 | -3 | -3 | -5 | 7 | -1 | 3
CN(C)P(=O)(Nc1cccc2ccccc12)Nc1cccc2ccccc12 | -1 | -1 | -4 | -6 | -11 | -7 | 7 | -1 | .
C=CCOCCN(C)C1=NS(=O)(=O)c2cc([N+](=O)[O-])ccc21 | 4 | 2 | -4 | -10 | -2 | -2 | 5 | -2 | 2
CCOc1ccc(NC(=O)NNC(=O)c2cccnc2)cc1 | 1 | 19 | 1 | 1 | -1 | 0 | 5 | 4 | 3
Cc1nc2nc(SCC(N)=O)[nH]c2cc1Br | 3 | 9 | 2 | 9 | -3 | 1 | 2 | 1 | 7
COc1ccc(S(=O)(=O)NC2CCc3ccccc32)cc1OC (configuration not stated) | 3 | 7 | 7 | 4 | -4 | -2 | 11 | -3 | 0
Cc1cccc(OCC(O)CN2C(C)(C)CC(O)CC2(C)C)c1C (configuration not stated) | 1 | 19 | 1 | -1 | -2 | -4 | 1 | 0 | -1
S=c1[nH]nc(COc2ccc3ccccc3c2)o1 | 3 | 4 | -3 | -2 | 2 | 4 | 10 | 6 | 2
COc1cc(C(=O)N(Cc2ccco2)Cc2cc3ccccc3[nH]c2=O)cc(OC)c1OC | 3 | 1 | 4 | 4 | -2 | 2 | 3 | 1 | 1
O=C1CSC(c2cn(-c3ccccc3)nc2-c2cccs2)N1CC1CCCO1 (configuration not stated) | 4 | 10 | -2 | 0 | 7 | -1 | 1 | 0 | 0
CCOc1ccc(C(=O)OCC(=O)NCCCc2ccccc2)cc1 | 1 | -10 | -4 | 1 | 55* | 4 | -2 | 13 | 2
COCCNC(=O)CS(=O)(=O)Cc1nc(-c2ccc(C)cc2)oc1C | 4 | -7 | 3 | -1 | 13 | 6 | -1 | -6 | 7
Cc1c(N)c(C(C)(C)C)cc(C(C)(C)C)c1[N+](=O)[O-] | 1 | 9 | 2 | 3 | -4 | 0 | -2 | 3 | 6

Already shown: entries from further up.
SMILES | PAFAH1B2 FP inh | PREPL inh | LYPLA1 inh | LYPLA2 inh | PAFAH2 FP inh | PAD4 inh | PAFAH1B3 inh | pPAFAH inh | GSTO1 inh
Cc1cccc(CN2CCN(c3nc4nonc4nc3NC3CC3)CC2=O)c1 | 0 | 5 | -4 | -3 | -3 | -5 | 7 | -1 | 3
CN(C)P(=O)(Nc1cccc2ccccc12)Nc1cccc2ccccc12 | -1 | -1 | -4 | -6 | -11 | -7 | 7 | -1 | .
C=CCOCCN(C)C1=NS(=O)(=O)c2cc([N+](=O)[O-])ccc21 | 4 | 2 | -4 | -10 | -2 | -2 | 5 | -2 | 2
CCOc1ccc(NC(=O)NNC(=O)c2cccnc2)cc1 | 1 | 19 | 1 | 1 | -1 | 0 | 5 | 4 | 3
Cc1nc2nc(SCC(N)=O)[nH]c2cc1Br | 3 | 9 | 2 | 9 | -3 | 1 | 2 | 1 | 7

This is a subset; rates above refer to the full screens.
